# Assay outcomes as filed in PubChem BioAssay.
# MT stabilize HCS: microtubule stabilizers in HeLa cells, primary screen, imaging, high-content imaging; % tubulin-high responders, % at 10 µM; HeLa tubulin immunostaining HCS, 24 h; share of cells brighter than vehicle mean+2SD; hit rate 0.83% among 200,000;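 active = plate Z-score above 3 for both tubulin-high and condensed-nucleus cell shares, with cell loss under 80%, at 10 µM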;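 note: anti alpha tubulin signal scored within the nucleus-defined area of each cell; some results filed as inactive read as strong as hits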
# P. falciparum M17LAP: P. falciparum M17LAP inhibitors, primary screen, biochemical, fluorogenic H-Leu-NHMec substrate, 1536-well (AID 1619) | Leucine aminopeptidase (Plasmodium falciparum (isolate 3D7)) | inhibition, % at 30 µM; hits with a dose series show IC50 in µM | hit rate 0.38% among 220,000 | recombinant M17LAP, H-Leu-NHMec fluorogenic kinetic assay; higher % means a stronger effect;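 active = compound inhibiting the enzyme by more than half at any dose during confirmatory dose-response retesting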;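 note: plate controls were full reaction with DMSO carrier for no effect and no enzyme background for full effect; strong numbers were not always called active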
# Dynein cargo inh: inhibitors of GR-EGFP nuclear translocation, primary screen, dynein cargo transport inhibitor project, imaging, high-content, 3617.4 mouse cells. test concentration mostly 20 µM; stimulated with dexamethasone, 1 µM; active compounds read low. z-score, hits read low. hit rate 0.47% among 220,000;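 active = plate z-score of nuclear minus cytoplasmic receptor signal below a set negative limit, without overly bright fluorescence or cell loss, cut at about -3.5 in these data, passing the limit was not always enough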;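 note: z-score of nuclear minus cytoplasmic ring GR-EGFP intensity difference per well; some compounds called inactive have numbers as strong as hits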
#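 Buffer or medium: tet-free, stripped-serum medium; Also added: dexamethasone, 1.0 µM final; Technique: high-content fluorescence imaging after fixation; Times: 48 h induction, 1 h compound, 30 min dex at 37 °C; Read-out: per-cell GR-EGFP intensity, nucleus versus surrounding cytoplasmic ring, well-averaged.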
# CSM14.1 death rescue: rescue of cells from ER stress-induced death, primary screen, 384-well, CSM14.1, thapsigargin, ATP luminescence (AID 1222); cellular ATP content (survival), % at 20 µM; hits with a dose series show EC50 in µM; CSM14.1 thapsigargin-induced death rescue, ATP luminescence; higher % means a stronger effect; 190,000 tested, under 10 active;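 active = EC50 below 50 µM in the dose-response confirmation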;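 note: death triggered by thapsigargin at about 15 µM added after 2 h compound pretreatment; cell ATP read after overnight thapsigargin exposure of roughly 18 to 22 hours; normalized against plate controls of thapsigargin alone and 5% DMSO vehicle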
# Insulin prom up: insulin promoter activators in MIN6 cells, imaging, high-content screening, mouse beta cells. MIN6 insulin promoter-GFP reporter; active compounds read high. z-score at 5 µM. hit rate 0.3% among 190,000. AID 1625, 2009;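 active = z-score above 3 at 5 µM with at least 500 cells counted in the well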
# M1AAP inhibition: P. falciparum M1AAP inhibitors, biochemical, fluorogenic H-Leu-NHMec substrate, 1536-well (AID 1445); recombinant M1AAP, H-Leu-NHMec fluorogenic kinetic assay; higher % means a stronger effect; inhibition, % at 30 µM, or IC50 in µM where a hit was titrated; hit rate 0.42% among 220,000;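 active = primary inhibition above the hit cutoff, then over 50% inhibition at one or more dose response concentrations, cut at about 23% in these data, passing the limit was not always enough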;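 note: plate controls were DMSO full reaction for no effect and no enzyme background for full effect; strong numbers were not always called active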
# Lipid droplet: inhibitors of hepatocyte lipid droplet formation, primary screen, imaging, high-throughput imaging, BODIPY stain; AML12 mouse hepatocytes, oleate lipid droplets; inhibition, % at 6.5 µM; hit rate 0.4% among 240,000;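 active = lipid droplet intensity inhibited by at least 50%, with more than 500 cells counted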
#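 Test system: AML12 mouse liver cells; schedule: overnight exposure; technique: high-content imaging of BODIPY-stained droplets and DAPI nuclei; read-out: % inhibition of corrected integrated BODIPY droplet signal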
# Autophagy HCS: autophagy modulators in MEF cells, primary screen, imaging, high-content, MEF GFP-LC3; MEF GFP-LC3 puncta imaging; test concentration mostly 10 µM; calls only at 10 µM (by protocol); hit rate 0.98% among 190,000; AID 463193, 2010;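 active = percentage of spot-positive cells more than 3 SD above its plate mean, without a fluorescence outlier flag or 80% toxicity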;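 note: spot-positive cell cutoff set from DMSO-treated cells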
# Yfh1-off respiration: enhancers of respiration in Yfh1-depleted yeast, dose response, Friedreich's ataxia, plus single-dose screen (AID 1465); S. cerevisiae Yfh1-off respiration, WST-1 reduction, 72 h; higher fold induction means a stronger effect; fold induction at 50 µM; hits with a dose series show EC50 in µM; hit rate 0.074% among 220,000;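 active = fold induction of absorbance versus untreated yeast above a set limit, then at least 30% activation at any dose in follow-up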;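 note: activators that raise dye reduction in frataxin-depleted yeast; strong numbers were not always called active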
# Dynein cargo inh cytoplasmic EGFP: also measured in Dynein cargo inh; calls as there; z-score; measured here: cytoplasmic GR-EGFP intensity; active compounds read high
# Dynein cargo inh nuclear GR-EGFP: recorded beside Dynein cargo inh, whose call it bears; z-score; measured here: nuclear GR-EGFP intensity;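 lower value marks the stronger effect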
# Dynein cargo inh cell count: also measured in Dynein cargo inh; calls as there; z-score; measured here: cell count per field
# Insulin prom up cell count: recorded beside Insulin prom up, whose call it bears; cell count; measured here: cytotoxicity, nuclei count;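 total cells summed across four imaged fields per well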
# Lipid droplet cells 6.5 µM: recorded beside Lipid droplet, whose call it bears; cell count; measured here: cell count, cytotoxicity flag;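 cells counted across two imaged fields per well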
# MT stabilize HCS Hoechst-high %: further read-out of MT stabilize HCS, marked with its call; % Hoechst-high responders; measured here: nuclear condensation Hoechst responders;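 share of cells brighter than vehicle mean plus two SD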
# MT stabilize HCS cytotoxicity %: recorded beside MT stabilize HCS, whose call it bears; toxicity, %; measured here: cytotoxicity by cell density;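 0% = mean cell density of plate MIN control wells and 100% = no cells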
# Autophagy HCS cell loss 18 h: recorded beside Autophagy HCS, whose call it bears; toxicity, %; measured here: cell loss, nuclei count;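 cell loss after 18 h compound exposure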
# Starred values were filed as active, the others as inactive; i = inactive; nt = not tested or not shown.
SMILES,MT stabilize HCS,MT stabilize HCS Hoechst-high %,MT stabilize HCS cytotoxicity %,P. falciparum M17LAP,Dynein cargo inh,Dynein cargo inh cytoplasmic EGFP,Dynein cargo inh nuclear GR-EGFP,Dynein cargo inh cell count,CSM14.1 death rescue,Insulin prom up,Insulin prom up cell count,M1AAP inhibition,Lipid droplet,Lipid droplet cells 6.5 µM,Autophagy HCS,Autophagy HCS cell loss 18 h,Yfh1-off respiration
CCOc1ccc(NC(=S)NNC(=O)CC(C)O)cc1 (centres undefined),2.7,2.4,2.3,15%,-0.46,-0.28,0.011,0.085,-0.6%,0.08,1507,4%,2,744,i,19,i
Clc1ccc(Cn2nnc(-c3ccc(CN4CCOCC4)cc3)n2)cc1,4.6,2.8,7.7,4%,0.14,-0.22,0.44,-0.17,-0.8%,-0.3,1113,8%,-5,711,i,6,i
NC(=O)C1CCCN(C(=S)Nc2cccc3ccccc23)C1 (centres undefined),4.4,2.3,5.0,-5%,0.49,-0.077,0.29,-0.95,-2.6%,0.25,1474,-3%,-21,672,i,-7,i
COc1cc(CC(=O)Nc2ccc(Cl)c(C(F)(F)F)c2)cc(OC)c1OC,2.1,2.0,7.9,-14%,-0.84,-0.32,-0.73,0.79,6.2%,0.02,1215,6%,11,608,i,-17,i
COC(=O)CCC(=O)Nc1cccc(Br)c1,3.5,2.8,2.1,5%,-0.65,-0.24,-0.57,0.3,-2.6%,nt,nt,2%,-6,678,i,0,i
COc1ccc(NC(=O)Cn2nnc(-c3ccccc3N)n2)cc1OC,3.1,1.9,2.6,8%,0.48,-0.024,0.16,-1.2,nt,0.04,1320,5%,8,697,i,33,i
CCOC(=O)COC(=O)c1ccc(Oc2cc(C)nc(SC)n2)cc1,3.2,2.1,7.0,11%,0.12,-0.2,-0.1,-0.92,-2.4%,nt,nt,4%,2,724,i,34,i
CCc1ccc(C(=O)CC2(O)C(=O)N(CN3CCOCC3)c3ccccc32)cc1 (centres undefined),2.4,1.5,9.8,8%,-0.22,-0.21,0.058,0.37,-2.1%,0.05,1587,-2%,nt,nt,i,13,i
CCn1nc2cc(C(=O)NCC34CC5CC(CC(C5)C3)C4)ccc2c1OC,4.7,1.5,6.8,-19%,1,-0.19,0.86,0.31,-0.1%,1.8,1438,10%,nt,nt,i,-22,i
CCOc1ccc(N2CC(C(=O)NCc3cccc(C)c3)CC2=O)cc1 (centres undefined),3.5,2.4,5.8,-7%,-0.82,0.029,-0.51,1.6,-1.1%,2.8,1543,7%,nt,nt,i,3,i
O=C(CSc1n[nH]c(=O)[nH]c1=O)N/N=C/C=C\c1ccccc1,2.6,1.8,7.6,31%,0.8,-0.38,-0.054,-0.67,-1.9%,-0.01,1120,8%,0,667,i,-4,i
CCCCn1c(=O)[nH]c(=O)c2c1nc(-c1ccncc1)n2CCOC,2.4,1.9,37,4%,-0.25,-0.18,0.2,-0.8,-3.6%,-0.45,1372,-2%,3,719,i,4,i
O=C(NC1CCCCCC1)c1ccccc1-c1ccccc1,5.3,3.1,4.5,-4%,0.19,-0.24,-0.073,-0.16,5.7%,0.11,1505,-2%,-18,665,i,-1,i
CCn1cc(Cl)c(C(=O)Nc2ccc(OC)c(OC)c2)n1,1.6,2.2,5.4,-3%,0.23,-0.28,0.13,-0.072,-1.7%,-0.92,1186,3%,-23,753,i,13,i
O=C(NC1CCCCC1)N1CCN(Cc2nc3ccccc3c(=O)[nH]2)CC1,3.1,1.9,4.1,nt,-0.2,-0.23,-0.17,1.2,nt,nt,nt,nt,nt,nt,i,-3,i
CC(C)(C)c1ccc(Oc2ccc(NC(=O)CCCC(=O)O)cn2)cc1,nt,nt,nt,1%,0.52,-0.25,0.15,1.2,nt,nt,nt,-9%,2,681,nt,nt,i
COc1cc([N+](=O)[O-])ccc1NC(=S)N1CCN(c2ccccn2)CC1,1.2,1.9,8.6,8%,-0.39,-0.25,-0.054,0.58,4.5%,0.22,1138,19%,5,652,i,-3,i
COc1cc(C2N(c3ccccn3)C(=O)C3CCCN32)cc(OC)c1OC (centres undefined),6.0,3.1,4.9,-2%,0.36,-0.21,0.21,0.65,-0.7%,0.57,1464,9%,nt,nt,i,3,i
CC1(NC(=O)COc2ccccc2-c2ccccc2)CCS(=O)(=O)C1 (centres undefined),1.6,1.1,6.7,12%,0.11,-0.13,0.22,-0.18,-0.4%,0.77,962,-2%,12,783,i,-6,i
CCOC(=O)C1=C(CC)Nc2ccccc2N=C1NC(=O)CCNC(C)=O,4.1,2.7,5.6,-4%,0.0028,-0.31,0.46,0.62,0.4%,0.12,1256,9%,-6,682,i,6,i
COc1ccc(C2CC(c3ccccc3)=NN2C(=O)COC(=O)c2cccnc2Cl)cc1 (centres undefined),6.8,1.7,9.5,-5%,1,-0.25,0.24,-0.67,0.4%,-0.55,1444,-3%,13,705,i,25,i
Cc1c(N2C(=O)/C(=C3/C(=O)N(C)c4ccccc43)SC2=S)c(=O)n(-c2ccccc2)n1C,0.6,2.1,8.3,-10%,-0.74,-0.15,-0.76,0.052,-2.7%,-0.25,1681,0%,nt,nt,i,4,i
Cn1c(=O)c(/C(N)=N/OC(=O)c2ccccc2)cn(-c2ccccc2)c1=O,nt,nt,nt,7%,-0.6,-0.28,-0.31,1.2,nt,-0.13,1414,3%,-2,730,nt,nt,i
O=C(Nc1nccs1)C(F)(F)C(F)(F)C(F)(F)C(=O)Nc1nccs1,nt,nt,nt,3%,-0.88,-0.091,0.27,-0.13,nt,-0.85,1097,7%,-8,659,nt,nt,i
CCOC(=O)c1c(C)nc(-c2ccccc2)nc1N,2.8,2.9,23,-1%,-0.16,-0.28,0.04,-0.29,0.2%,-0.28,1309,9%,10,734,i,0,i

# The final 2 compounds of the part before come first, to join the parts.
SMILES,MT stabilize HCS,MT stabilize HCS Hoechst-high %,MT stabilize HCS cytotoxicity %,P. falciparum M17LAP,Dynein cargo inh,Dynein cargo inh cytoplasmic EGFP,Dynein cargo inh nuclear GR-EGFP,Dynein cargo inh cell count,CSM14.1 death rescue,Insulin prom up,Insulin prom up cell count,M1AAP inhibition,Lipid droplet,Lipid droplet cells 6.5 µM,Autophagy HCS,Autophagy HCS cell loss 18 h,Yfh1-off respiration
O=C(Nc1nccs1)C(F)(F)C(F)(F)C(F)(F)C(=O)Nc1nccs1,nt,nt,nt,3%,-0.88,-0.091,0.27,-0.13,nt,-0.85,1097,7%,-8,659,nt,nt,i
CCOC(=O)c1c(C)nc(-c2ccccc2)nc1N,2.8,2.9,23,-1%,-0.16,-0.28,0.04,-0.29,0.2%,-0.28,1309,9%,10,734,i,0,i
O=C(NC1CCCCC1)C(c1ccc(F)cc1)N(Cc1ccco1)C(=O)Cn1nnc2ccccc21 (centres undefined),1.8,2.3,10.0,-6%,-0.38,-0.2,0.036,0.33,5.9%,-0.93,1199,-2%,6,766,i,43,i
O=C(CCc1nnc(C2CCCCC2)o1)N1CCN(C2CCCCC2)CC1,3.1,1.1,3.5,-1%,0.78,0.85,0.64,-0.69,1.0%,0.84,1620,-3%,1,701,i,11,i
CCOc1ccc(C(=O)NCCN2CCCC2)cc1,3.6,1.7,3.7,nt,0.17,-0.11,0.62,-0.16,-0.8%,1.3,1509,nt,-8,518,i,-1,i
O=C(NC1CCCCC1)C(c1ccc(F)cc1)N(Cc1ccccc1)C(=O)CN1C(=O)c2ccccc2S1(=O)=O (centres undefined),4.2,4.0,1.4,4%,-0.13,-0.21,0.024,0.42,-1.5%,0.01,1346,1%,-1,651,i,-19,i
Fc1cccc(NC(=S)N2CCn3cccc3C2c2cccnc2)c1 (centres undefined),2.4,1.6,5.1,3%,0.13,-0.25,-0.26,0.59,-0.5%,-0.17,1006,6%,-11,690,i,31,i
CCOC(=O)c1[nH]c2ccc(Br)cc2c1NC(=O)CCN1CCCCC1,1.7,2.7,14,5%,1.2,-0.18,0.8,-1.3,-4.0%,-0.08,1362,11%,nt,nt,i,-16,i
O=C(O)C1CCC(CNCc2ccccc2Cl)CC1 (centres undefined),3.6,1.4,11,1%,-0.62,-0.28,-0.29,0.43,-1.5%,-0.26,1286,4%,0,564,i,-15,i
Cc1ccc(C(C(=O)NC2CCCCC2)N(C(=O)Cc2c[nH]c3ccccc23)c2ccccc2)o1 (centres undefined),0.7,1.7,11,1%,-0.026,-0.21,-0.55,0.6,2.2%,nt,nt,-1%,nt,nt,i,5,i
COC(=O)c1ccc(COc2ccc(-c3nn[nH]n3)cc2)cc1,6.3,2.2,8.6,9%,0.55,-0.18,0.31,-0.037,-1.3%,1.6,1457,16%,nt,nt,i,8,i
CCn1c(CNC(=O)Cc2ccc(OC)cc2)nnc1SCC(=O)Nc1ccc(C(=O)O)cc1,2.8,1.0,6.6,8%,-0.52,-0.21,-0.021,0.31,1.0%,-0.07,1516,2%,7,697,i,-14,i
CCc1c(C)nc(SCC(=O)Nc2c(C)n(C)n(-c3ccccc3)c2=O)[nH]c1=O,0.8,0.7,3.0,6%,2.9,-0.086,2,-1.8,-0.6%,-0.27,1496,5%,nt,nt,i,4,i
Cc1cccc(C)c1NC(=O)c1cccc(COc2cc(Cl)ccc2Cl)c1,1.0,3.4,3.8,-4%,0.099,-0.13,-0.14,0.18,-0.4%,-0.84,1510,-2%,-1,534,i,8,i
C=CCC1CCCCC12NC(=O)N(c1ccccc1)N2 (centres undefined),nt,nt,nt,3%,-0.011,-0.26,-0.082,0.7,nt,-0.29,1007,3%,-13,758,nt,nt,i

# Rows are unselected, and some 3.5% of all compounds hit somewhere here.
